# USP1 inh: inhibitors of human USP1/UAF1 deubiquitinase; O94782; recombinant USP1/UAF1, Ub-Rhodamine cleavage fluorescence; Potency, µM (series often up to 57.1 µM), for the others: at the highest dose activity change, negative = inhibition, usual class: inhibitors; hit rate 0.23% among 390,000; also: potency is read from the fitted curve at half-maximal effect; % is scaled to controls: 0 for no effect and ±100 for the full control effect; nearly all actives have a fitted effect of over 60% in size; inactives centre near -12
#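 High-throughput fluorogenic screen: 1nM USP1/UAF1 complex, Ub-Rho substrate 150nM final, 50mM HEPES pH 7.8 with 0.5mM EDTA, 0.1 mg/ml BSA, 1mM TCEP and 0.01% Tween-20.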
# RXFP1 ag: RXFP1 (human) receptor agonism | Q9HBX9 | HEK293T-RXFP1 cAMP TR-FRET, 30 min; response scale: percent of porcine relaxin response, buffer zero | Potency, µM (series often up to 57.5 µM), inactives show at the top dose activation, hits mostly activators | hit rate 0.3% among 370,000; also: potency is read from the fitted curve at half-maximal effect; % is scaled to controls: 0 for no effect and ±100 for the full control effect; nearly all actives have a fitted effect of over 60% in size; many of its hits are not listed in these tables
#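 Agonist response is measured as cAMP accumulation in an RXFP1-transfected HEK293T line under PDE4 inhibition. Values are scaled between buffer-only and 29 nM porcine relaxin, and EC50s come from standard Hill equation fits.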
# GRP78 ERSR act: induces the endoplasmic reticulum stress response in human glioma cells; U87-MG GRP78 promoter luciferase reporter, 16 h; Potency, µM, for the others: at the highest dose activation, usual class: activators; hit rate 0.02% among 420,000; also: potency is read from the fitted curve at half-maximal effect; series mostly up to about 76 µM; % of control where 0% means no effect; nearly all actives have a fitted effect of over 35% in size
#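 ERSR induction read as luciferase luminescence (Bright-Glo, 10 min at room temperature) in stably transfected human U87-MG glioma cells exposed to compounds for 16 h, using GRP78 as sensor.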
# mIDH1 inhibitor: blocks human mutant IDH1 R132H enzyme. IDH1-R132H enzyme, NADPH consumption, diaphorase/resazurin fluorescence. AID 602179. O75874. Potency, µM (series often up to 76.6 µM), for inactives: at the top dose activity change, negative = inhibition, actives largely listed as inhibitors. hit rate 0.093% among 390,000; also: potency is read from the fitted curve at half-maximal effect; % is scaled to controls: 0 for no effect and ±100 for the full control effect; nearly all actives have a fitted effect of over 65% in size
# Target sequence (O75874 whole entry R132H, stated change not applied): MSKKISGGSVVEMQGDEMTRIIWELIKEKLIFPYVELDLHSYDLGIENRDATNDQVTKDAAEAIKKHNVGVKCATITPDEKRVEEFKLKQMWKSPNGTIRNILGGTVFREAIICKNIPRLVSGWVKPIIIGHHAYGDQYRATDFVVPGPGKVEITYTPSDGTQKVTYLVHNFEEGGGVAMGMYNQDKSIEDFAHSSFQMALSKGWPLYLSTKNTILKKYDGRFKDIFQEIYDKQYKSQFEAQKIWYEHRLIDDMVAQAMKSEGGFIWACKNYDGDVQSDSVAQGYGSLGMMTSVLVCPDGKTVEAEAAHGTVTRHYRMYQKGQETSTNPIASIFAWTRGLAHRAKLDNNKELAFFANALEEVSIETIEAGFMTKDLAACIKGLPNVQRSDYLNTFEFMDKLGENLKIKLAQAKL
#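 IDH1-R132H (0.5 ug/mL dispensed) in pH 7.5 Tris buffer was preincubated 30 min with compound, then given a substrate mix of 0.016 mM NADPH and 2 mM alpha-KG for 80 min at room temperature; remaining NADPH was read by diaphorase/resazurin fluorescence.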
# PI4K2A block: inhibitors of human PI4K2A; AID 1346378; hit rate 0.13% among 420,000; Q9BTU6; activity change, negative = inhibition, % at 76.9 µM; purified PI4K2A, ADP-Glo luminescence, 1 h; stronger effect = lower value; in the data active = activity change below about -50%; inconclusive = mostly about -30% to -49%;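 also: -100% = wells without enzyme as full effect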
# Target sequence (Q9BTU6 whole entry, looked up): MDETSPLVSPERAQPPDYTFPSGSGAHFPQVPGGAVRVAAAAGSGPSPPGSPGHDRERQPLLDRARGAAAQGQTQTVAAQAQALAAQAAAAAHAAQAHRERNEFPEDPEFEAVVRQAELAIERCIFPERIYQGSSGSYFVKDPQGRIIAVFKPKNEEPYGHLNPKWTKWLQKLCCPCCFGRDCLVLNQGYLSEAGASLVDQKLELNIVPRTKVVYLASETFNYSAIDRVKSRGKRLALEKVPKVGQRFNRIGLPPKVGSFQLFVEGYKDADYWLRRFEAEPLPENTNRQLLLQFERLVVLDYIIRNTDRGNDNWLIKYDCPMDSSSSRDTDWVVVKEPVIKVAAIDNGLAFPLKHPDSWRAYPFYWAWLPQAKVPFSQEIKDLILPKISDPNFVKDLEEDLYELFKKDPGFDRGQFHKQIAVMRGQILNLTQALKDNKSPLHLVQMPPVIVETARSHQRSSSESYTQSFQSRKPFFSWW
#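 Compounds are screened against recombinant PI4K2A using PI as substrate and ATP, the latter dispensed at 300 microM. Reactions run one hour at ambient temperature before ADP-Glo detection; full inhibition defined by wells lacking enzyme.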
# Vif-A3F inh: Vif-A3F binding inhibition. hit rate 0.2% among 390,000. HeLa A3F-eYFP + Vif (tagged APOBEC3F with the HIV-1 protein that degrades it), YFP fluorescence increase. Potency, µM (highest dose often 46.1 µM), for the others: top-dose activity, negative = active; also: potency is read from the fitted curve at half-maximal effect; % of control where 0% means no effect; nearly all actives have a fitted effect of over 65% in size
#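 HeLa cells stably expressing A3F-eYFP plus Vif, plated and incubated overnight at 37 deg C, then exposed to compounds overnight at 37 deg C. Blocked degradation read as raised yellow fluorescence (Ex 488/Em 500-530).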
# LDHA inh: LDHA (human) enzyme inhibition; purified LDHA, NADH/diaphorase-resazurin fluorescence; stronger effect = lower value; P00338; activity change, % (values are at about 110 or 230 µM); hit rate 0.15% among 480,000; AID 1347041; in the data active = activity change below about -30%; inconclusive = mostly about -25% to -30%;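 also: plate controls were DMSO wells for no effect and wells without enzyme for full effect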
#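 Remaining NADH was detected by diaphorase (0.133 mg/mL) converting 37 µM resazurin to fluorescent resorufin, read at 0 and 20 minutes. The preceding 5-minute room-temperature reaction used 2 nM LDHA, 0.2 mM sodium pyruvate and 0.06 mM NADH at pH 7.4.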
# TrxR1 substrate: rat thioredoxin reductase 1 substrate activity; purified TrxR1 substrate turnover, NADPH consumption readout; Potency, µM (doses to about 114 µM), for inactives: top-dose activity change, negative = substrate turnover; hit rate 0.01% among 390,000; AID 588456; also: potency is read from the fitted curve at half-maximal effect; % is scaled to controls: 0 for no effect and ±100 for the full control effect; nearly all actives have a fitted effect of over 50% in size
#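 Rat TrxR1, dispensed at 90 nM, was prereduced with 400 uM NADPH (final) for 5 min at ~22 deg C, then incubated with compound 15 min before 400 uM selenite. A first-read NADPH fluorescence drop versus no-compound background flagged substrates.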
# Vif-APOBEC3G blk: inhibitors of Vif-APOBEC3G interaction | Q9HC16 | HeLa A3G-eYFP + Vif (tagged APOBEC3G with the HIV-1 protein that degrades it), YFP fluorescence, overnight | Potency, µM (doses to about 46.1 µM), for inactives: at the top dose activity, negative = active, usual class: inhibitors | hit rate 0.076% among 410,000;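 also: potency is read from the fitted curve at half-maximal effect; % is scaled to controls: 0 for no effect and ±100 for the full control effect; nearly all actives have a fitted effect of over 60% in size; hits raise eYFP signal because A3G escapes Vif-driven loss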
#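 Read-out is eYFP fluorescence (Ex 488/Em 500-530) from Vif-expressing HeLa A3G-eYFP cells; more signal means A3G escaped Vif-mediated degradation. Cells plated overnight, compound pinned in, incubated overnight at 37 deg C.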
# Numbers without * were called inactive; ? = inconclusive; . = no result given; & = joins results of further samples; [ ] = another dose, or the depositor's remark. Unless noted, calls follow the shape of the dose curve; as a rule, active = well fitted curve in the direction sought with a large enough effect; inconclusive = small, poorly fitted or top-dose-only effect, or another doubt; inactive = no such curve, though single readings can be large; an effect the other way counts as inactive or inconclusive. This is a subset, so the mix of outcomes need not match the whole.
USP1 inh	RXFP1 ag	GRP78 ERSR act	mIDH1 inhibitor	PI4K2A block	Vif-A3F inh	LDHA inh	TrxR1 substrate	Vif-APOBEC3G blk	smiles
-23%	2.3%	1%	18%	2	10%	-6	8%	-1%	CC(C(=O)Nc1ncccn1)(c1ccccc1)c1ccccc1
-17%	-2.1%	-4%	3%	0	-5%	-2	-9%	2%	COc1ccccc1NC(=O)C1=C(C)NC(=O)NC1c1ccccc1F (stereo not drawn)
-24%	2.3%	0%	0%	1	3%	0	-2%	2%	CC1Sc2ccc(S(=O)(=O)N3CCC(C(=O)N(C)Cc4ccco4)CC3)cc2NC1=O (stereo not drawn)
-22%	32µM*	0%	3%	-2	-9%	-2	1%	0%	CC(C)(C)c1ccc(C(=O)Nc2ccc(F)cc2)s1
-13%	-1.3%	14%	5%	11	7%	0	0%[57.1 µM]	8%	Cc1ccnn1CCC(=O)N1CCCC(N2CCN(c3cccc(Cl)c3)CC2)C1 (stereo not drawn)
-5%	-0.6%	-1%	-3%	-2	-4%	-4	8%[57.1 µM]	0%	Cc1cc(C)cc(NC(=O)COC(=O)c2cc(=O)[nH]c(=O)[nH]2)c1
-30%	4.1%	-6%	0%	-3	-1%	0	74%[activator][57.1 µM]	-5%	C[C@@H]1CC=C[C@H]2[C@H]1C(=O)N(Cc1ccccc1)[C@H]2c1ccc(-c2ccc(N(C)C)cc2)cc1F
-11%	5.0%	-2%	-5%	-9	2%	-1	88%[activator]	-1%	Cc1ccc(CN2CCSc3ccc(C(=O)NCc4cccnc4)cc32)cc1
-14%	-0.7%	-3%	19%	-19	-2%	-1	4%[57.1 µM]	-5%	COc1ccc(CNC(=O)Cn2nnc(-c3ccc(C(F)(F)F)cc3)n2)cc1
-17%	-0.4%	-2%	3%	1	0%	2	-4%[57.1 µM]	0%	Cc1ccc(SCc2c(C#N)c3ccccc3n2C)cc1
-6%	-0.7%	-3%	-6%	-1	-6%	-2	4%	0%	CCOC(=O)C1(C)NC(c2ccco2)C2C(=O)N(c3ccccc3)C(=O)C21 (stereo not drawn)
-10%	-0.6%	3%	-3%	7	11%	-1	1%	1%	Cc1ccc(N(C(=O)Nc2ccccc2)C2=NCCC2)cc1
-5%	-3.0%	3%	0%	4	-4%	-6	-11%	0%	COc1ccccc1NC(=O)Nc1nnc(C(C)C)s1
-15%	2.6%	-1%	-4%	-1	18%	-1	-3%[57.1 µM]	-1%	Cc1ccc(NC(=O)c2ccc(Br)o2)cc1S(=O)(=O)N(C)C
-13%	0.5%	3%	2%	-3	-5%	0	7%	0%	Cc1nonc1CN(C)C(=O)c1cc(COc2ccc(F)cc2Cl)on1
2%	4.6%	-1%	4%	2	-4%	-10	-8%	2%	Cc1ccnc(NC(=O)C2(c3cccs3)CCOCC2)c1
6%	-3.8%	-1%	-1%	4	10%	-8	3%[0.457 µM]	-2%	Cc1sc2ncn(CC(=O)N3CCN(c4ccc(F)cc4)CC3)c(=O)c2c1S(=O)(=O)N1CCOCC1
-7%	2.6%	-2%	5%	1	-15%	-3	-2%	0%	Cc1ccc(CSc2nnc(-c3ccc(S(=O)(=O)N4CCCC4)cc3)o2)cc1
-6%	1.3%	-1%	-3%	1	-1%	-7	0%	-1%	COc1cc(/C=C/C(=O)OCC(=O)N(C)CC(=O)Nc2ccc(F)cc2)ccc1OC(F)F
-3%	1.8%	-1%	5%	-4	-11%	1	-5%	-1%	Cc1ccccc1-n1c(C)cc(/C=C2/C(=N)N3C(c4ccccc4)=CSC3=NC2=O)c1C
8%	1.2%	6%	0%	0	1%	-2	-4%	1%	Nn1cnnc1SCC(=O)Nc1ccc(C2CCCCC2)cc1
-24%	1.5%	-2%	32%[activator]	3	-3%	-5	33%[activator]	2%	CCCCN(CC)CCCNC(=O)Cn1ncc2c([nH]c3ccc(C)cc32)c1=O
-11%	-1.4%	-3%	8%	0	-4%	-1	14%	2%	CSCCC(NC(=O)c1ccc(Cl)cc1)C(=O)NC(C)(C)C (stereo not drawn)
-4%	0.2%	-2%	-2%	-2	9%	-10	-1%	6%	Cc1nnc(SCC(=O)N(C)c2c(N)n(Cc3ccccc3)c(=O)[nH]c2=O)n1Cc1ccccc1
-11%	.	-7%	4%	1	0%	-4	0%	3%	COc1ccccc1NS(=O)(=O)c1cc(C(=O)N2CCCCCC2)ccc1C
-18%	0.2%	6%	10%	0	19%	1	4%	1%	Cc1ccc(-c2cc(NC(=O)c3ccccc3[N+](=O)[O-])n[nH]2)cc1
-18%	0.6%	-3%	8%	7	3%	1	-7%	0%	CC1Cc2ccccc2N1C(=O)CN(C)CC(=O)Nc1ccc(F)cc1 (stereo not drawn)
-16%	?	1%	-3%	0	1%	-2	2%	0%	COc1ccc(C(=O)Nc2cccc(OCc3cc(=O)n4c5c(sc4n3)CCCC5)c2)cc1
-10%	.	2%	-9%	-2	1%	-17	-7%	0%	CN(C(=O)COC(=O)/C=C/c1cccs1)C1CCCCC1
-16%	-2.4%	-2%	3%	2	-4%	-1	5%	-7%	CSc1ccccc1C(=O)OCC(=O)N1CCN(C(C)=O)CC1

# An excerpt from above in order of their number in GRP78 ERSR act, falling:
USP1 inh	RXFP1 ag	GRP78 ERSR act	mIDH1 inhibitor	PI4K2A block	Vif-A3F inh	LDHA inh	TrxR1 substrate	Vif-APOBEC3G blk	smiles
-22%	32µM*	0%	3%	-2	-9%	-2	1%	0%	CC(C)(C)c1ccc(C(=O)Nc2ccc(F)cc2)s1
-3%	1.8%	-1%	5%	-4	-11%	1	-5%	-1%	Cc1ccccc1-n1c(C)cc(/C=C2/C(=N)N3C(c4ccccc4)=CSC3=NC2=O)c1C
-14%	-0.7%	-3%	19%	-19	-2%	-1	4%[57.1 µM]	-5%	COc1ccc(CNC(=O)Cn2nnc(-c3ccc(C(F)(F)F)cc3)n2)cc1

# Carrying on.
USP1 inh	RXFP1 ag	GRP78 ERSR act	mIDH1 inhibitor	PI4K2A block	Vif-A3F inh	LDHA inh	TrxR1 substrate	Vif-APOBEC3G blk	smiles
-20%	0.9%	3%	0%	-5	17%	8	18%[57.1 µM]	-2%	COc1ccc2nc3c(cc2c1)c(NC(=O)c1cccs1)nn3CC(C)C
-18%	2.8%	1%	-11%	1	7%	-3	5%[57.1 µM]	7%	Cc1cccc(NS(=O)(=O)c2cn(C)c(=O)n(C)c2=O)c1C
-13%	-0.9%	-4%	1%	2	.	-2	-13%	-1%	CCOC(=O)c1[nH]c(C)c(CN(CCc2ccc(OC)c(OC)c2)C(=O)CCCC(=O)O)c1C
-22%	.	-1%	0%	-3	-5%	-2	-3%	-6%	CCn1ncc(Br)c1C(=O)Nc1ccccc1C(=O)OC
-3%	2.6%	-4%	0%	2	6%	-8	2%	-2%	COc1ccc(/C=N/OCC(=O)NC(c2ccccc2)c2ccccc2)cc1OC
-20%	.	-1%	-1%	-11	-17%	11	-7%	-1%	COc1ccc(NC(=O)c2nc3nccc(C)n3n2)cc1S(=O)(=O)N1CCOCC1
-17%	.	0%	19%	7	-5%	2	-4%[57.1 µM]	-1%	Cn1c(=O)c(-c2cccc(Cl)c2)c(O)c2ccccc21
-5%	1.9%	0%	4%	2	11%	-3	1%[57.1 µM]	3%	Cc1ccc(CC2C(=O)N(c3nc(C)cc(C)n3)C(=O)C2C)cc1 (stereo not drawn)
-21%	1.5%	1%	0%	-2	-4%	-5	1%	-8%	CCCN(Cc1nnc(-c2ccccc2Cl)o1)C(=O)c1cc(S(=O)(=O)N2CCOCC2)ccc1F
-10%	-1.2%	14%	-10%	6	-3%	-4	-5%	4%	S=C(Nc1cccc(Cl)c1Cl)N1CCCC1
-27%	0.4%	-2%	4%	-1	-37%	-8	-2%	0%	Cc1cccc(C(=O)Nc2nnc(SCC(=O)NC3CC3)s2)c1
?	7.8%	-6%	0%	-6	?	1	8%	-24%	N#CC1=C(N)SC(N)=C(C#N)C1Cc1ccccc1
-5%	1.6%	7%	4%	0	-1%	-6	11%	0%	CC1=C(C)CC(C(=O)NCC(=O)c2ccccc2)C(C(=O)O)C1 (stereo not drawn)
.	.	-1%	.	4	.	-8	.	4%	CC(C)(C)c1ccc(CC(=O)N2CCC2(C)C(=O)NS(=O)(=O)c2ccccc2C(F)(F)F)cc1 (stereo not drawn)
3%	2.1%	-6%	4%	-10	4%	-1	12%[57.1 µM]	2%	C=CCNc1nc(N2CCCC2)nc2ccccc12
-5%	6.4%	-3%	0%	-1	8%	-12	0%	-1%	CC[N+](CC)(CC)CCCCOc1ccc2c(c1)C(=O)c1cc(OCCCC[N+](CC)(CC)CC)ccc1-2
-11%	0.0%	0%	-6%	2	0%	2	-5%	3%	CCOC(=O)c1ccc(NC(=O)CN2C(=O)C(C)SC(C)C2=O)cc1 (stereo not drawn)
-16%	-0.8%	-11%	8%	-8	-4%	4&-12	1%	4%	Cc1ccc(C(=O)Nc2cccc(C(=O)O)c2)cc1S(=O)(=O)N1CCCC1
-14%	-1.9%	-1%	4%	3	-1%	-7	7%	1%	CC1CCN(S(=O)(=O)c2cc(Cl)ccc2Br)CC1
-20%	3.2%	-2%	-2%	-1	-8%	-1	5%	2%	COc1ccc(CNC(=O)CN(Cc2ccc(OC)cc2)C(=O)CCC(=O)Nc2nccs2)cc1

# Source: PubChem
